DAX1 inh-1 – blocks DAX1 repression of SF-1 activated StAR promoter; HEK293T StAR-luciferase reporter, SF-1/DAX-1 repression relief; inhibition, % at 6.8 µM; hit rate 1.1% among 370,000; AID 652010;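 active = inhibition above the mean over all tested compounds plus 3 SD, cut at about 3.6% in these data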;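 note: 0% = DAX-1 cells with DMSO and 100% = cells lacking DAX-1 with DMSO; higher inhibition means more luminescence from relief of DAX-1 repression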
Rev-erbA mod – Rev-erb alpha (human) modulation; hit rate 0.79% among 370,000; P20393; activity, % at 10 µM; Rev-erbα–FITC-DNA binding, fluorescence polarization, 90 min; AID 1259318;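 active = activity above about 14%, limit read from the data; passing the limit was not always enough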;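 note: 0% = DMSO wells with 35 nM protein and 100% = DMSO wells with 750 nM protein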
Target sequence (P20393 whole entry, looked up): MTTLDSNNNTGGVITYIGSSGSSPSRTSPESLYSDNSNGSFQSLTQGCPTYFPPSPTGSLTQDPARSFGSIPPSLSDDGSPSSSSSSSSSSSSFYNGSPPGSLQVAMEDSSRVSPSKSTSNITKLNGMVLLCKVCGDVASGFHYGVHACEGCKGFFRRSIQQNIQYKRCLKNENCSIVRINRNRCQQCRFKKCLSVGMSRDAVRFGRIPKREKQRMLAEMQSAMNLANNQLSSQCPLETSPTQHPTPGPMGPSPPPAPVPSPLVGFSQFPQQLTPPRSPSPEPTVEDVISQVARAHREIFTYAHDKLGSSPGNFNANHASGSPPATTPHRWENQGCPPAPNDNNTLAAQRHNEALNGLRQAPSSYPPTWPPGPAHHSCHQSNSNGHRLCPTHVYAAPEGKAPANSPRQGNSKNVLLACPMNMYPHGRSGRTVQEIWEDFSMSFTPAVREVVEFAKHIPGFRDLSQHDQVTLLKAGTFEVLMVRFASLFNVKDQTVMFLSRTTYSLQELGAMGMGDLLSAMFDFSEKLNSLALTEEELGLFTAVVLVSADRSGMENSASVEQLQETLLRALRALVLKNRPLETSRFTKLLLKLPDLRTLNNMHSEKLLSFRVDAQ
SMARCA2 activ – increases SMARCA2 function in MMTV reporter cells; activation, % at 9.1 µM; AID 652017; hit rate 1% among 370,000; MG213 cells, MMTV-luciferase reporter, dexamethasone, overnight; in the data active = activation above about 7.8%;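 note: 0% = vehicle wells and 100% = reference activator wells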
PLC-gamma1 inh – blocks human PLC-gamma1 enzyme activity | inhibition, % at 12.2 µM | AID 720700 | hit rate 0.84% among 370,000 | purified PLC-gamma1, fluorogenic substrate, fluorescence | P19174; in the data active = inhibition above about 9.5%
hcDAF-12 act – H. contortus DAF-12 activation, primary screen | HEK293 hcDAF-12 lit1-tk-luc reporter, luminescence; 0% DMSO, 100% Δ7-dafachronic acid | activation, % at 6.8 µM | hit rate 1.4% among 370,000;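 active = activation above the mean of all tested compounds plus 3 SD, cut at about 5.5% in these data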;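 note: 100% = response to 3 µM Δ7-dafachronic acid high control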
MBD2 inh – MBD2-methylated oligo binding inhibition; Q9UBB5; inhibition, % at 4.4 µM; TR-FRET, MBD2 binding to methylated oligonucleotide; hit rate 0.31% among 370,000; in the data active = inhibition above about 13%
Target sequence (Q9UBB5 whole entry, looked up): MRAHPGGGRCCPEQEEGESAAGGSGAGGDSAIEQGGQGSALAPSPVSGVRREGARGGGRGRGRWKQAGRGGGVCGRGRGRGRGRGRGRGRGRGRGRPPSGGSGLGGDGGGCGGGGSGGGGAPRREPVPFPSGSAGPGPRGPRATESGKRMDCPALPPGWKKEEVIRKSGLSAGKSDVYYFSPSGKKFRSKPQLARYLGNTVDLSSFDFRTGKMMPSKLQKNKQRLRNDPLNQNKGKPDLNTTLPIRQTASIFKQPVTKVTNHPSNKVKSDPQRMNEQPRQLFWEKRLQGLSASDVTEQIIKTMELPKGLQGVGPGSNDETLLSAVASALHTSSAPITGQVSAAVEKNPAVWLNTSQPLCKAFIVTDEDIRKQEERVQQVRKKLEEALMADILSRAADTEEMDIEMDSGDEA
PLCb3 inh – blocks human PLC-beta3 enzyme activity; Purified PLC-beta3, fluorogenic substrate, fluorescence; inhibition, % at 12.2 µM; hit rate 0.18% among 370,000; in the data active = inhibition above about 11%;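 note: 0% = median of compound wells on plate and 100% = full blocker control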
ADAM17 inh – inhibits human ADAM17; recombinant ADAM17, EDANS/DABCYL FRET peptide cleavage; inhibition, % at 6.95 µM; hit rate 0.83% among 370,000; AID 720648;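 active = inhibition above the mean of compounds lying between control limits plus 3 SD, set per campaign, cut at about 8.5% in these data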;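 note: 0% = DMSO-only wells as the low control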
ssDAF-12 act – S. stercoralis DAF-12 activation, primary screen. HEK293 ssDAF-12/GRIP1 lit1-tk-luc reporter, luminescence; % of 3 µM dafachronic acid response. activation, % at 6.8 µM. hit rate 1% among 370,000;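 active = activation above the mean over all tested compounds plus 3 SD, cut at about 0.9% in these data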;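 note: 0% = DMSO-only wells and 100% = 3 µM delta7-dafachronic acid wells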
hgDAF-12 ag – agonists of H. glycines DAF-12 nuclear receptor; hit rate 1.8% among 370,000; activation, % at 6.8 µM; HEK293 GAL4-hgDAF12 UAS-luciferase reporter, agonist luminescence; normalized to butyrate control;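 active = activation above a cutoff set at the mean of all screened compounds plus 3 SD, cut at about 10% in these data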;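 note: 0% = DMSO wells and 100% = sodium butyrate wells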
DAX1 inh-2 – inhibitors of human orphan nuclear receptor DAX1 (NR0B1) | P51843 | HEK293 Gal4-DAX1 luciferase reporter, luminescence | inhibition, % at 6.75 µM | hit rate 0.99% among 340,000 | AID 504766;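 active = inhibition above the mean over all tested compounds plus 3 SD, cut at about 4.2% in these data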;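 note: 0% = DAX1-transfected cells with DMSO and 100% = empty-vector control cells with DMSO; inhibition shows as a rise in luminescence from relieved DAX1 repression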
Active calls of the source: *; . = no result given.

# | Structure | DAX1 inh-1 | Rev-erbA mod | SMARCA2 activ | PLC-gamma1 inh | hcDAF-12 act | MBD2 inh | PLCb3 inh | ADAM17 inh | ssDAF-12 act | hgDAF-12 ag | DAX1 inh-2
1 | O=C(CN1C(=O)CCOc2ccccc21)Nc1ccc(Cl)c(S(=O)(=O)N2CCOCC2)c1 | 2.0 | 0 | -1 | 1 | -2.1 | 0 | -1 | 0 | -0.9 | -3.0 | -0.8
2 | CC(=O)Nc1cc(C)c2nc(NC(C)=O)sc2c1 | 1.2 | -2 | 4 | 1 | 0.1 | 3 | -3 | 2 | -1.3 | 0.6 | 8.3*
3 | O=C(Nc1ccc(Oc2ccccc2)nc1)[C@H]1O[C@@H](n2ccc(=O)[nH]c2=O)[C@H](O)[C@@H]1O | 0.9 | 20* | -5 | 7 | -0.2 | -10 | 0 | 1 | -1.2 | -0.9 | .
4 | O=C(NN=C1CCC(=NNC(=O)c2ccccn2)CC1)c1ccccn1 | 5.7* | -5 | 11* | -5 | 5.5 | -2 | -4 | -3 | 0.5 | 17* | 0.2
5 | COc1cc2[nH]c(C(=O)N(C)Cc3ccccc3)cc2c(OC)c1OC | -0.2 | -3 | -1 | -47 | -1.1 | 1 | -78 | 0 | -0.9 | -2.8 | -1.3
6 | Nc1ccc(Nc2nc(-c3cc4ccccc4oc3=O)cs2)cc1 | -1.4 | 2 | 2 | -9 | -2.0 | -3 | -24 | 2 | -1.6 | 4.4 | -0.5
7 | CC(NC(=O)CSc1nc2c(cc1C#N)CN(C)CC2)c1ccccc1 (centres undefined) | 0.2 | 8 | -1 | -310 | -1.4 | -3 | -359 | -94 | -1.5 | -3.8 | -0.3
8 | CCCSC(=S)c1c(C)[nH]n(-c2ccccc2)c1=O | -0.4 | -8 | -1 | 5 | -0.5 | -3 | -5 | 1 | -1.4 | 1.5 | 1.8
9 | Nc1ccc(S(=O)(=O)Nc2nccc(/C=C/c3ccc([N+](=O)[O-])cc3)n2)cc1 | -0.4 | -2 | 6 | 2 | -0.5 | 0 | -5 | -1 | -0.6 | -1.4 | -0.6
10 | CCOC(=O)CSc1nc(C)c(C(C)=O)cc1C#N | 1.0 | -4 | 8.2* | 4 | 0.2 | 0 | 2 | 2 | -1.4 | 5.5 | 0.7
11 | Cc1ccc(Cc2cnc(N3C(=N)SC(c4ccccc4)C3=O)s2)cc1 (centres undefined) | -0.7 | 5 | -2 | -15 | 1.1 | 4 | -23 | 6 | 0.2 | 1.0 | -1.5
12 | Cc1cccc(Cn2c(N(C)Cc3ccccc3)nc3c2c(=O)[nH]c(=O)n3C)c1 | 0.3 | -2 | 4 | 2 | 4.1 | -2 | 0 | 0 | 0.0 | -3.1 | -0.3
13 | Cc1cc(NC(=S)N(Cc2cccc(Br)c2)CC2CCC(C(=O)O)CC2)ccc1Cl (centres undefined) | -0.1 | -6 | 3 | -1 | 0.9 | -3 | -6 | 1 | -1.0 | 2.1 | 1.8
14 | C[C@@H](C(=O)NC1CCN(Cc2ccccc2)CC1)N1C(=O)N2CCc3c([nH]c4ccccc34)[C@@]2(C)C1=O | 1.4 | -3 | 1 | 4 | -1.5 | 1 | 4 | 2 | -0.9 | 3.7 | -0.3
15 | O=C1c2ccccc2N2C(=O)c3ccccc3C2N1O (centres undefined) | 1.4 | 1 | -1 | 1 | -0.7 | -2 | -1 | -2 | -0.9 | 0.5 | 0.2
16 | CCCOCC(O)CC(Cc1ccccc1)C(=O)NN (centres undefined) | -0.5 | -7 | 1 | -1 | -0.5 | -3 | -7 | 1 | -1.1 | -0.3 | -0.7
17 | CCCCn1c(N)c(N(C)C(=O)c2ccc(OCC3CCCO3)cc2)c(=O)[nH]c1=O (centres undefined) | -0.4 | 3 | -4 | -2 | -0.8 | 2 | -10 | -4 | -0.8 | -2.4 | -0.2
18 | CC1(C)CC(=O)C(/C=N/n2c(C(F)(F)F)nc3ccccc3c2=O)=C(O)C1 | 0.2 | -3 | 1 | -25 | 3.4 | 2 | -28 | -21 | -0.7 | -0.3 | 0.0
19 | CCn1c(SCC(=O)N(C)C2CCS(=O)(=O)C2)nnc1-c1ccccc1 (centres undefined) | -0.6 | -6 | -2 | 0 | 0.2 | 2 | -6 | -5 | -1.1 | -1.8 | 0.6
20 | COc1ccc(COC(=O)N/N=C(\C)CC(=O)Nc2ccc(Cl)cc2)cc1 | -0.8 | 1 | 0 | 3 | 1.4 | -1 | 2 | 2 | -1.2 | 2.7 | -1.5
21 | CCNc1nc(NCC)nc(N/N=C/c2ccc(O)c(OC)c2)n1 | -0.7 | -1 | -5 | 2 | -2.6 | 5 | -7 | -11 | -1.0 | -0.2 | 1.3
22 | CCCCc1nnc(NC(=O)c2ccc(-n3cncn3)c([N+](=O)[O-])c2)s1 | 0.5 | 0 | -2 | 4 | -0.4 | -7 | 3 | 2 | -0.3 | -2.7 | -0.9
23 | Nc1ccc2nn(-c3cccc4ccccc34)nc2c1 | -1.0 | 0 | -2 | -319 | -0.6 | -3 | -383 | -35 | -1.4 | -4.5 | -0.4
24 | Cc1cc(NC(=O)CNCC(c2ccccc2)N(C)C)c([N+](=O)[O-])cc1C (centres undefined) | -0.5 | -6 | -2 | 3 | 1.4 | -5 | -1 | -2 | -0.8 | -0.1 | 1.3
25 | C=CCn1c(SCC(=O)N(C)C)nc2sc3c(c2c1=O)CCC3 | 0.0 | 2 | 0 | -1 | -1.5 | -1 | -4 | -3 | -0.9 | 1.2 | 0.2

More compounds
# | Structure | DAX1 inh-1 | Rev-erbA mod | SMARCA2 activ | PLC-gamma1 inh | hcDAF-12 act | MBD2 inh | PLCb3 inh | ADAM17 inh | ssDAF-12 act | hgDAF-12 ag | DAX1 inh-2
26 | CCC(C)(C)n1nnnc1C(c1cc2ccc(OC)cc2[nH]c1=O)N1CCc2ccccc21 (centres undefined) | -0.7 | 2 | 2 | -42 | 1.6 | -2 | -54 | -4 | -0.9 | 2.9 | -2.0
27 | Cc1nn(Cc2ccccc2)c(C)c1NC(=O)CCCn1nc([N+](=O)[O-])c(Cl)c1C | 0.1 | 3 | -2 | 3 | 0.2 | -7 | 6 | 3 | -1.2 | 1.3 | 2.2
28 | CCOP(=O)(c1ccc(N(C)C)cc1)C(O)c1ccncc1 (centres undefined) | 0.0 | -3 | 3 | -1 | -0.9 | 6 | -5 | -6 | -1.8 | 0.6 | 3.0
29 | Cn1nc(-c2ccccn2)nc2c(=O)n(C)c(=O)nc1-2 | -3.4 | -28 | -12 | 51* | -3.2 | 14* | -9 | -6 | -2.9 | -13 | -8.4
30 | CCCS(=O)(=O)NC(=O)C1(C)CCCN(C(=O)c2cc(C)on2)C1 (centres undefined) | 1.2 | 7 | -1 | -2 | 2.0 | 3 | 0 | -4 | -0.8 | -0.4 | .
31 | Cn1c(Cc2cccs2)nnc1SCC(=O)N1CCCc2ccccc21 | -0.5 | 1 | -2 | -3 | 0.4 | 3 | -4 | -5 | -1.1 | 0.7 | 0.6
32 | O=C1CN(C(=O)COc2ccc(F)cc2Cl)c2ccccc2N1 | -0.1 | -3 | -2 | 0 | -0.2 | -3 | -8 | 0 | -1.2 | -1.0 | -2.1
33 | O=C(CN1C(=O)CSc2ccccc21)NC1CCCC1 | 0.5 | 1 | 8.3* | 4 | -2.2 | -2 | 4 | 1 | -1.5 | -0.3 | -0.3
34 | Cc1oc(=O)c(NC(=O)c2ccccc2)cc1C(N)=O | 0.1 | -3 | 3 | -9 | 1.1 | -12 | -8 | 3 | -0.4 | -0.6 | .
35 | COc1ccccc1N1CCN(C(=O)C2CCN(S(=O)(=O)c3ccc(F)cc3)CC2)CC1 | -0.7 | 3 | 8.8* | 4 | 0.0 | 2 | 8 | 1 | -1.3 | -2.1 | -0.2
36 | CN(C)S(=O)(=O)c1ccc(Cl)c(NC(=O)CN2CCN(Cc3ccc4c(c3)OCO4)CC2)c1 | -0.8 | -7 | 0 | -2 | -0.1 | -6 | -98 | -4 | -1.6 | 0.8 | -1.1
37 | COc1ccc(NC2CS(=O)(=O)CC2NCc2ccccc2)cc1 (centres undefined) | -0.7 | -6 | 0 | 3 | -0.8 | 7 | 5 | -7 | -1.3 | 5.8 | 0.6
38 | CC(C)(C)n1nc2c(c1NC(=O)c1ccccc1F)CS(=O)C2 (centres undefined) | 0.8 | 0 | 6 | 2 | -0.5 | -2 | 1 | 0 | -1.1 | 0.4 | -0.1
39 | Cc1ccccc1S(=O)(=O)NC(=O)C1(C)CCN1C(=O)CC1CCCCC1 (centres undefined) | -0.3 | -1 | 4 | 6 | -0.2 | -1 | 4 | 2 | -1.2 | -3.2 | .
40 | COc1ccccc1OCc1cc(C(=O)N2CCCC(OCc3cccnc3)C2)no1 (centres undefined) | 1.9 | -3 | 3 | -3 | 1.8 | 1 | -1 | 0 | 0.1 | 9.2 | 2.1
41 | Cc1ccc(NC(=O)Nc2cccc(Cl)c2)c(C(=O)O)c1 | 0.2 | -7 | 1 | -159 | 2.9 | 2 | -182 | -61 | -0.8 | 1.3 | 0.4
42 | CCN(CC)C(=N)/C(C#N)=N/Nc1ccccc1 | 0.6 | 6 | 13* | 4 | 1.1 | -2 | -2 | 1 | -0.9 | 0.4 | .
43 | Oc1cc(Nc2ccncc2)cc2cccnc12 | 0.0 | -4 | -1 | 0 | -0.7 | -7 | 0 | 2 | -1.2 | -3.6 | -0.3
44 | CC1(C)NC(=O)N(CC(O)CN2CCCC2)C1=O (centres undefined) | -0.5 | -3 | 0 | 0 | 3.5 | 3 | -1 | -2 | -1.2 | 0.8 | -0.5
45 | c1ccc(CN2CCCC3CC2c2ccccc23)cc1 (centres undefined) | -1.1 | -4 | -4 | 0 | 2.4 | 0 | -5 | -5 | -0.2 | -0.7 | .
46 | CC1(C(=O)Nc2cccc(Oc3ccccc3)c2)CCN1Cc1ccccc1OC(F)F (centres undefined) | -1.5 | -3 | 1 | -3 | -1.3 | -1 | -2 | 4 | -1.8 | -2.3 | .
47 | CC(=O)Nc1ccc2c3c(ccc([N+](=O)[O-])c13)CC2 | -0.1 | -15 | -2 | 3 | -2.0 | 7 | -2 | -3 | -1.0 | 0.6 | -0.2
48 | Fc1ccc(CNCc2ccc3c(c2)OCO3)cc1 | 0.0 | 1 | -2 | -1 | -0.5 | 0 | 4 | 1 | -0.8 | 1.6 | -0.6
49 | COc1ccc(CN(C)CC(O)COc2ccc(C(=O)c3ccccc3)cc2)c(OC)c1OC (centres undefined) | -0.4 | -7 | -2 | 3 | -2.2 | -2 | -4 | 2 | -1.1 | -1.2 | -0.7
50 | Cn1cc(C(=O)CCl)c2ccccc21 | -0.9 | -3 | -4 | 0 | 2.1 | -2 | 0 | -3 | -0.9 | -2.0 | -0.6
51 | N#CC1=C2SCC(O)(c3ccccc3)N2C(=O)CC1c1ccccc1F (centres undefined) | -2.0 | -2 | -1 | -238 | -2.3 | -8 | -250 | 8 | -1.6 | -1.1 | 1.6

Structural class, the entries above containing a thiophene ring, fused or not.
# | Structure | DAX1 inh-1 | Rev-erbA mod | SMARCA2 activ | PLC-gamma1 inh | hcDAF-12 act | MBD2 inh | PLCb3 inh | ADAM17 inh | ssDAF-12 act | hgDAF-12 ag | DAX1 inh-2
25 | C=CCn1c(SCC(=O)N(C)C)nc2sc3c(c2c1=O)CCC3 | 0.0 | 2 | 0 | -1 | -1.5 | -1 | -4 | -3 | -0.9 | 1.2 | 0.2
31 | Cn1c(Cc2cccs2)nnc1SCC(=O)N1CCCc2ccccc21 | -0.5 | 1 | -2 | -3 | 0.4 | 3 | -4 | -5 | -1.1 | 0.7 | 0.6
